PTHR1 ag: activates the human parathyroid hormone receptor PTHR1 | Q03431 | HEK293 GP2 PTHR1 cells, GloSensor cAMP luminescence, 1 h | Potency, µM (top dose mostly 115 µM), without a hit: at the highest dose activation, usual class: activators | actives 0.075% (n = 410,000) | AID 743266; note: potency is the fitted concentration of half-maximal effect; nearly all actives have a fitted effect of over 55% in size; some results filed as inactive show a strong effect at the top dose; inactives centre near -15; many of its hits are not listed in these tables
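HEK-293-derived GP2 cells expressing PTHR1 and a GloSensor cAMP reporter, 3,000/well, plated overnight, given luciferin plus IBMX (each 0.5 mM as added) for 1 h at 37 °C, then compound for 1 h at 37 °C. Luminescence was read after 15 min at room temperature.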
DRD3 agonist: D3 dopamine receptor (human) agonism; P35462; D3R DiscoveRx beta-arrestin cells, luminescence, 90 min; max activation, %; actives 0.58% (n = 410,000); AID 652048; in the data active = max activation above about 30%; note: 0% is about no effect; mostly tested at two doses, the higher about 12 µM
Target sequence (P35462 whole entry, looked up): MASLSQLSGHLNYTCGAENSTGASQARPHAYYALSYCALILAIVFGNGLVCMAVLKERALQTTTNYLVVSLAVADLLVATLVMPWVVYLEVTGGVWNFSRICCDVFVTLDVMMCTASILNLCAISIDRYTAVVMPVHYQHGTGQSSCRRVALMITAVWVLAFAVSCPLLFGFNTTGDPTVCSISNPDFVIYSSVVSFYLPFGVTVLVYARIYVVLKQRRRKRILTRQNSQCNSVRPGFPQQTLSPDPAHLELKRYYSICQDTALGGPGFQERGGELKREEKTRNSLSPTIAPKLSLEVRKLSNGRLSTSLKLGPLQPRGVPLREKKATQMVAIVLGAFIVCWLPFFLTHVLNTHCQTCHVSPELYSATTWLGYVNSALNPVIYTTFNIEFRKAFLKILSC
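Agonist-mode cell screen: cells plated at 1500/well and incubated overnight at 37 °C, then exposed to library compounds for 90 min at 37 °C. Detection reagent was added for 30–60 min at room temperature, and luminescence was read.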
D3 antag: D3 dopamine receptor (human) antagonism; actives 2.5% (n = 360,000); D3R cells, DiscoveRx beta-arrestin luminescence, antagonist mode; stronger effect = lower value; AID 652054; P35462; max response, negative = inhibition, %; in the data active = max response below about -50%; inconclusive = no clear call, values can overlap the other calls; note: % is set by controls: 0 for no effect and ±100 for the full control effect; mostly tested at two doses, the higher about 12 µM
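Cells expressing the human receptor were seeded at 1500 cells/well, incubated overnight at 37 degrees C in 5% CO2, then exposed to library compounds with dopamine controls for 90 minutes at 37 degrees C before luminescent detection.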
GLP1R inv ag: GLP-1 receptor (human) inverse agonism. P43220. HEK293 GLP-1R CRE-luciferase, luminescence, 24 h; GLP-1R form is constitutively active. Potency, µM (highest dose often 38.3 µM), for inactives: top-dose activity change, negative = inhibition, hits mostly inhibitors. actives 1.6% (n = 410,000). AID 624417; note: potency is the fitted concentration of half-maximal effect; % is set by controls: 0 for no effect and ±100 for the full control effect; nearly all actives have a fitted effect of over 55% in size
Target sequence (P43220 whole entry, looked up): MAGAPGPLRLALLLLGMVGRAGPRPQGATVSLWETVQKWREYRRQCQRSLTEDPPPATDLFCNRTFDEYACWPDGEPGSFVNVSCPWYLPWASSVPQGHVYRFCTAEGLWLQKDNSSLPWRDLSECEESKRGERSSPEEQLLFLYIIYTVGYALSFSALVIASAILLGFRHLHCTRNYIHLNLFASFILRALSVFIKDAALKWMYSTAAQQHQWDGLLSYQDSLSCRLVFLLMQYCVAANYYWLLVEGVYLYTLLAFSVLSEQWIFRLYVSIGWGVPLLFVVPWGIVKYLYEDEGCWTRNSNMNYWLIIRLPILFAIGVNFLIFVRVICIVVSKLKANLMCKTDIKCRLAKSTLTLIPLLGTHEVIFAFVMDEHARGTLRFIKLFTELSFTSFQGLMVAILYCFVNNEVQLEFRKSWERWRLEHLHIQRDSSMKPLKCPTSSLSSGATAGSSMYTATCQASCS
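Cells are plated, allowed 12 hours at 37 deg C, then treated with compounds for 24 hr before luciferase detection reagent is added and luminescence is read after 12 min at room temperature. The HEK293 line carries constitutively active GLP-1R with a cAMP-responsive reporter.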
GLP1R ag: agonists of human GLP-1 receptor | P43220 | AID 624172 | Potency, µM (titrated, usually from 45.6 µM), for inactives: top-dose activation, actives largely listed as activators | actives 0.007% (n = 380,000) | HEK293 GLP-1R CRE-luciferase, luminescence, 4-6 h; cells express a hypersensitive GLP-1R form; note: potency is the fitted concentration of half-maximal effect; % of control where 0% means no effect
KB-V1 MDR tox: kills drug-selected multidrug resistant KB-V1 cells | KB-V1 MDR cells viability, CellTiter-Glo, 72 h | Potency, µM (doses to about 46.1 µM), without a hit: at the top dose activity change, negative = cytotoxicity, usual class: cytotoxic | actives 3.4% (n = 400,000); note: potency is the fitted concentration of half-maximal effect; % is set by controls: 0 for no effect and ±100 for the full control effect; nearly all actives have a fitted effect of over 60% in size
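Potencies derive from concentration-effect curves fitted to normalized luminescence (CellTiter-Glo) of KB-V1 cells treated for 72 h at 37 degrees C in phenol-red-free DMEM containing 10% FBS.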
TDP43 rescue: TDP-43 toxicity inhibition in yeast; Potency, µM (highest dose often 46.1 µM), for the others: top-dose growth rescue (activation), usual class: activators; TDP-43 expressing yeast growth rescue, BacTiter-Glo, 24 h; actives 1.8% (n = 410,000); note: potency is the fitted concentration of half-maximal effect; % of control where 0% means no effect; nearly all actives have a fitted effect of over 50% in size
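Yeast expressing TDP-43 (pregrown in raffinose, seeded at OD600=0.02 in galactose medium) exposed to compounds 24 hr at 30 deg C. Growth read by BacTiter-Glo luminescence; rescue of toxicity appears as increased signal.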
HEK293 tox: cytotoxic in the GLP-1 receptor inverse agonist counter-screen | actives 0.13% (n = 410,000) | HEK293 cAMP-luciferase reporter cells, luminescence, 24 h | Potency, µM (titrated, usually from 38.3 µM), for the others: at the highest dose activity change, negative = inhibition, hits mostly inhibitors | AID 624418;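 note: loss of luciferase light is scored as toxicity; potency is the fitted concentration of half-maximal effect; % is set by controls: 0 for no effect and ±100 for the full control effect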
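MLSMR compounds, 24 hr on cells at 37 deg C/5% CO2; luminescence after luciferase reagent (12 min RT). Inhibition counted as the undesired cytotoxic outcome.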
aSyn yeast inh: alpha-synuclein toxicity inhibition in yeast; AID 652106; Potency, µM (titrated, usually from 46.1 µM), inactives show at the top dose growth rescue (activation), usual class: activators; actives 0.14% (n = 370,000); Yeast expressing alpha-synuclein, growth rescue, BacTiter-Glo, 24 h; note: potency is the fitted concentration of half-maximal effect; % of control where 0% means no effect; nearly all actives have a fitted effect of over 65% in size
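Readout is rescue of growth in alpha-synuclein-expressing yeast, so inhibitors of toxicity appear as activators. Growth after 24 hr at 30 deg C in galactose medium is quantified by luminescence.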
* hit, by the source's call; i = inactive; ? = inconclusive; . = not tested or not shown; [ ] = dose if it differs, or a comment. Unless noted, calls come from the whole dose curve; as a rule, active = well fitted curve in the direction sought with a large enough effect; inconclusive = small, poorly fitted or top-dose-only effect, or another doubt; inactive = no such curve, though single readings can be large; an effect the other way counts as inactive or inconclusive. Only part of the results is shown; rates above refer to the full screens.

SMILES | PTHR1 ag | DRD3 agonist | D3 antag | GLP1R inv ag | GLP1R ag | KB-V1 MDR tox | TDP43 rescue | HEK293 tox | aSyn yeast inh
CC(Sc1nc(N)c(NC(=O)c2ccc(Br)o2)c(=O)[nH]1)C(=O)O (stereo not given) | i | 2 | 17 | 24% | -6% | 1% | -1% | 4% | -1%
O=C1N=c2ccccc2=C1c1sc(=S)n(Cc2ccccc2Cl)c1O | -2% | -1 | 3 | -1% | 7% | ? | -15% | -55% | 1%
Clc1ccc(CSc2nnc(-c3ccncc3)s2)cc1 | i | -2 | -3 | 8% | -1% | -14% | ? | -9% | -10%
COc1cc(Nc2ncc3c(n2)CCN(Cc2cccc(C)c2)C3)cc(OC)c1 | i | -8 | . | ? | . | ? | 12% | -11% | .
C/C(Cn1ncc(N2CCOCC2)c(Cl)c1=O)=N\O | i | 4 | -3 | -2% | -5% | 16% | 2% | 3% | 1%
CCCCN(CC)CCCNC(=O)CC1Nc2ccccc2NC1=O (stereo not given) | i | -1 | 44 | 1% | -1% | 27% | -8% | -4% | 1%
O=C(COC(=O)CC1CC2CCC1C2)Nc1ccc(Cl)c(S(=O)(=O)N2CCOCC2)c1 (stereo not given) | -4% | 1 | 18 | -6% | 3% | -3% | 14% | -15% | 0%
Cc1ccc(CNC(=O)c2nc(SCc3ccccc3C)ncc2Cl)cc1 | -8% | -3 | . | -9% | . | 1% | 20% | 1% | .
CSc1nc2sc3c(c2c(=O)[nH]1)CCC3 | i | 2 | 9 | 6% | 0% | -9% | 22% | -8% | -23%
C#CCOC(=O)Nc1cc(C)n(-c2ccccc2)n1 | i | 8 | 10 | 0% | -5% | 2% | 6% | 7% | 1%
Cc1ccccc1NS(=O)(=O)c1ccc(C(=O)N2CCCCCC2)cc1 | i | -7 | -21 | ? | 3% | -6% | -18% | 2% | -1%
Cc1ccc(NC(=S)N2CCN(C)CC2)c(C)c1 | -24% | 4 | -1 | 21% | 1% | 4% | 16% | -19% | 0%
CC(C)Oc1cccc(C(=O)C2CCCN(S(C)(=O)=O)C2)c1 (stereo not given) | i | 11 | 18 | 12% | 7% | ? | 13% | 2% | 3%
Cc1ccc2c(c1)Oc1ccccc1C=C2C(=O)O | -5% | 5 | 6 | 7% | -3% | 29% | ? | -7% | 7%
CCC(=O)Nc1ccc2nc(SCCOc3ccc(C)cc3OC)sc2c1 | i | 8 | . | -15% | . | -7% | 22% | -7% | .

Single records, from the list above.
Cc1ccc2c(c1)Oc1ccccc1C=C2C(=O)O across the screens: PTHR1 ag = -5%; DRD3 agonist = 5; D3 antag = 6; GLP1R inv ag = 7%; GLP1R ag = -3%; KB-V1 MDR tox = 29%; TDP43 rescue = ?; HEK293 tox = -7%; aSyn yeast inh = 7%
CC(Sc1nc(N)c(NC(=O)c2ccc(Br)o2)c(=O)[nH]1)C(=O)O (stereo not given) across the screens: PTHR1 ag = i; DRD3 agonist = 2; D3 antag = 17; GLP1R inv ag = 24%; GLP1R ag = -6%; KB-V1 MDR tox = 1%; TDP43 rescue = -1%; HEK293 tox = 4%; aSyn yeast inh = -1%

Continuation.
SMILES | PTHR1 ag | DRD3 agonist | D3 antag | GLP1R inv ag | GLP1R ag | KB-V1 MDR tox | TDP43 rescue | HEK293 tox | aSyn yeast inh
CN1CCC[C@@H]1CCNC(=O)c1c(-c2ccc3c(c2)OCO3)noc1-c1ccsc1 | -13% | -13 | -15 | ? | 14% | ? | -9% | ? | -7%
CCN(CC(=O)NCc1cccs1)CC(=O)Nc1c(Cl)ccc(C)c1Cl | -5% | -6 | -15 | -11% | 0% | -7% | 0% | 7% | -1%
COc1cccc(OC)c1C(=O)Nc1nnc(-c2cccs2)s1 | -4% | 1 | -5 | 18% | -1% | 13% | -10% | -5% | -9%
COC(=O)CCc1c[nH]c2ccc([N+](=O)[O-])cc12 | -12% | 0 | -5 | 6% | 14% | 0% | 14% | -1% | 11%
C=CCn1c(CCC(O)CCCCC)n[nH]c1=S (stereo not given) | -38%[inhibitor] | 2 | -5 | 12% | -3% | 17% | 2% | 2% | -3%
C=C1C[C@@H]2C[C@@H]2CN(S(=O)(=O)c2ccc(C)cc2)[C@@H]1c1ccco1 | i | -3 | 5 | 10% | 8% | ? | 0% | 4% | 0%
CC1(C)Cc2cccc(OCC(=O)NCCOc3ccccc3)c2O1 | -12% | 0 | 11 | ? | 11% | ? | ? | 5% | ?
COc1ccc(CCNC(=O)CSc2nc3sc(C(=O)O)c(C)c3c(=O)[nH]2)cc1OC | -3% | -2 | -11 | -24% | -10% | ? | 3% | -26% | 8%
CCOC(=O)C1CCN(S(=O)(=O)c2ccc3[nH]c(=O)ccc3c2)CC1 | i | 11 | 11 | 1% | -4% | -2% | 0% | -16% | -1%
O=C(Nc1cc(S(=O)(=O)N2CCCCCC2)ccc1OCC(F)(F)F)C1CCC1 | i | 6 | 21 | 6% | 15% | ? | -16% | -5% | 8%
NC(=O)C1CCN(c2oc(-c3ccccc3)nc2S(=O)(=O)c2ccc(Br)cc2)CC1 | 14% | -16 | -1 | 5% | 5% | -5% | -19% | 10% | -6%
CCCCc1ccc(S(=O)(=O)NC(=O)C2(C)CCN2C(=O)c2cccc(F)c2)cc1 (stereo not given) | i | -8 | -26 | 7% | -4% | -2% | ? | -2% | -8%
O=C(CCCN1C(=O)/C(=C/c2ccccc2Cl)SC1=S)NNC(=O)c1ccncc1 | i | -13 | 3 | -1% | 7% | 0% | -5% | -23% | 1%
CC(C)(C)n1nc2c(c1NC(=O)c1ccc(S(=O)(=O)N3CCCC3)cc1)CS(=O)C2 (stereo not given) | i | 2 | 6 | 9% | -8% | 14% | 14% | -18% | -9%
CC1(C(=O)Nc2ccc3c(c2)OCCO3)CC1(Cl)Cl (stereo not given) | i | 4 | 0 | 2% | 12% | 6% | 12% | 2% | -1%
C=CCn1c(-c2cc(OC)c(OC)c(OC)c2)n[nH]c1=S | -6%[57.5 µM] | -11 | 25 | 4% | -6% | ? | -12% | 5% | 1%
Clc1ncc(CSc2ccccc2)s1 | -5% | -6 | -11 | 13% | 5% | 6% | ? | 5% | 4%
CCCNC(=O)c1ccc2c(=O)c(O)c(-c3ccc(F)cc3)[nH]c2c1 | -9% | 14 | -13 | 13% | 2% | 13% | -4% | -10% | -17%
COc1cc(-c2nnc3sc(C4CCCCC4)nn23)cc(OC)c1OC | -5%[57.5 µM] | 3 | 42 | 30% | ? | 18µM* | ? | 62%[activator] | 0%
Brc1ccccc1OCCOc1cccc2cccnc12 | -10% | 3 | 8 | -1% | 6% | ? | ? | -7% | -1%
Cn1c(O)c(C2=c3ccccc3=NC2=O)[nH]c1=S | -17% | -9 | ? | 24% | 2% | -4% | -9% | -5% | -2%
CCOC(=O)CSC1=Nc2ccccc2C2=NC(CCC(=O)NCc3ccc(OC)cc3)C(=O)N12 (stereo not given) | -22% | 5 | . | 4% | . | ? | -1% | 6% | .
O=C(O)CCNc1cc(N2CCN(C(=O)c3ccco3)CC2)c2noc3c2c1C(=O)c1ccccc1-3 | i | -16 | -26 | -6% | 5% | -19% | -28% | ? | -17%
COc1ccc(Br)cc1CN(C)CC(=O)Nc1cc([N+](=O)[O-])ccc1OC | -24% | -35 | -6 | 3% | 9% | ? | 0% | -1% | -3%
CCn1c(=O)c(C(=O)NNC(=O)c2cccc(Cl)c2)c(O)c2ccccc21 | -6% | 4 | 25 | -26% | 0% | ? | -72%[inhibitor] | -5% | -42%[inhibitor]
CCc1cc(C)cc(OCCOc2ccccc2/C=N/NC(C)=O)c1 | -11% | 0 | 18 | ? | 28% | -4% | -20% | -17% | 8%
CC1=CC2C(C(O)CC3(C)C2CC(C)C32OCOC23COCO3)C2(C)C/C(=C\O)C(=O)C=C12 (stereo not given) | -54%[inhibitor] | -1 | ? | ? | -7% | ? | -93%[inhibitor] | ? | -79%[inhibitor]
COc1ccc(/C=C2/C(=O)ON=C2C)cc1Br | -50%[inhibitor] | 7 | -2 | -17% | 0% | -3% | -44%[inhibitor] | 1% | -13%
CC1(C)CC2c3cccc(C(=O)O)c3C(=O)N2c2c1ccc1ccccc21 (stereo not given) | i | -1 | -7 | 0% | 0% | 0% | 0% | -3% | -22%
COc1cccc(Cn2c(CNC(=O)C(C)C)nc3cccnc32)c1 | i | -2 | . | 12% | . | . | 0% | 3% | .
Cc1ccc(C(=O)C(=O)c2ccc(C)c(N)c2)cc1N | -9% | 10 | -19 | -12% | 13% | 0% | 16% | -11% | 4%
COC(=O)C1CCN(CC(=O)N(C)c2c(N)n(Cc3ccccc3)c(=O)[nH]c2=O)CC1 | -22% | -4 | -14 | 10% | -4% | 3% | 13% | 3% | -5%
CC(NC(=O)c1ccc(C(F)(F)F)cc1)C(c1ccccc1)N1CCOCC1 (stereo not given) | -6% | 4 | -17 | -28% | 19% | -19% | 0% | 1% | -1%
O=C(CCCN1C(=O)/C(=C/c2cccs2)SC1=S)Nc1cc([N+](=O)[O-])ccc1O | i | -5 | -3 | -4% | 4% | 27% | 9% | -16% | 4%
Cc1cccc(-c2ncc(CN3CCN(CCC(C)C)C(CCO)C3)cn2)c1 (stereo not given) | -17% | -2 | -1 | ? | 5% | ? | -13% | -1% | -2%
Cc1ccc(C(=O)N2CCN(Cc3ccc4c(c3)OCO4)CC2)cc1[N+](=O)[O-] | -20% | -13 | 9 | ? | 10% | ? | -12% | -20% | 3%
CC(OC(=O)CNS(=O)(=O)c1ccc(C#N)cc1)C(=O)Nc1cccc(C#N)c1 (stereo not given) | i | 4 | -1 | 6% | -7% | 16% | 16% | 1% | 0%
O=C(CNc1cccc2ccccc12)N/N=C/c1ccccn1 | i | 17 | 11 | -11% | 5% | ? | 13% | -15% | 8%

Screening data (PubChem BioAssay)
